Mm-Cpn inhibitor: Inhibitors of TCP-1 ring complex (TRiC) of Methanococcus maripaludis (MmCpn): qHTS; Chaperonin Mm-Cpn (Methanococcus maripaludis); purified Mm-Cpn ATPase, ADP Transcreener TR-FRET; Potency, µM (highest dose often 76.9 µM), without a hit: at the highest dose activity, negative = inhibition, hits mostly inhibitors; 330,000 compounds, 0.031% hits; note: potency is the fitted concentration of half-maximal effect; % is set by controls: 0 for no effect and ±100 for the full control effect; nearly all actives have a fitted effect of over 80% in size
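Inhibition of chaperonin ATP hydrolysis is measured as reduced ADP production, detected by competitive TR-FRET in which signal falls with ADP. Final enzyme 25 nM and ATP 10 uM, reacted 30 min at 37°C.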
Abeta yeast res: qHTS for compounds that reverse cellular toxicity of Amyloid beta (A-beta) peptide in yeast: Primary Screen. yeast expressing A-beta42, growth rescue, OD600, 48 h; response scale: 0% DMSO, 100% iron-clioquinol control. Potency, µM (highest dose often 46.1 µM), without a hit: top-dose growth rescue, usual class: activators. 410,000 compounds, 0.063% hits. AID 1347071, 2019; note: potency is the fitted concentration of half-maximal effect; nearly all actives have a fitted effect of over 55% in size
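Yeast A-beta toxicity model in growth medium with pinned compounds, 48 h at 30 C; growth read as absorbance at 600 nm. Normalized to FeCl3/clioquinol equimolar mix (positive) and DMSO (negative).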
TGFb SMAD3 inh: qHTS for Inhibitors of TGF-b; HepG2 CAGA-GFP TGF-b/SMAD3 reporter, GFP fluorescence, 18 h; TGF-beta stimulated, 500 pg/mL final; Potency, µM (titrated, usually from 46.1 µM), without a hit: top-dose activity, negative = inhibition, actives largely listed as inhibitors; 410,000 compounds, 1.2% hits; AID 588855, 2011; note: potency is the fitted concentration of half-maximal effect; % is set by controls: 0 for no effect and ±100 for the full control effect; nearly all actives have a fitted effect of over 65% in size
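HEPG2 CAGA-GFP, 1000 cells/well; 2 h settle, 37 C; cpd via pin tool; TGF-b 500 pg/mL final; 18 h, 37 C; GFP imaging ex488/em500-530; %Activity normalised to -TGF-b and +DMSO controls; CRC fit, curve class.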
Nrf2 ARE act: qHTS of Nrf2 Activators | AREc32 ARE-luciferase reporter (MCF7-derived line), luminescence, 24 h | Potency, µM (top dose mostly 46.1 µM), inactives show at the highest dose activation, hits mostly activators | 410,000 compounds, 0.31% hits | AID 624171, 2012; note: potency is the fitted concentration of half-maximal effect; % of control where 0% means no effect; nearly all actives have a fitted effect of over 65% in size
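For detection, Steady-Glo was added and plates sat 30 min at RT; before that, AREc32_Fluc cells grown overnight in OPTI-MEM/5% FBS had been treated with 23 nL compound for 24 hr at 37 deg C.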
Nrf2 inh: Nrf2 qHTS screen for inhibitors | A549 ARE-Fluc reporter, luciferase luminescence, 18-24 h | Potency, µM (top dose mostly 46 µM), without a hit: at the top dose activity change, negative = inhibition, usual class: inhibitors | 360,000 compounds, 2.1% hits | AID 504444, 2011; note: potency is the fitted concentration of half-maximal effect; % is set by controls: 0 for no effect and ±100 for the full control effect; nearly all actives have a fitted effect of over 60% in size
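A549 ARE_Fluc cells (5000/well, 5% FBS OPTI-MEM) pre-incubated 2 h, then treated with compounds 18-24 h at 37C/5% CO2 in concentration-response. CellTiter-Fluor viability read first; BugLite luciferase luminescence after 15 min at room temperature gives Nrf2 activity.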
CCT chaperon mod: High-Throughput Screening for Modulators of Cytosolic Chaperonin Activity | purified chaperonin ATPase assay, HTRF ADP detection, 30 min | activity change, % (test concentration not listed), hits read low | AID 651819, 2012 | 360,000 compounds, 0.3% hits; in the data active = activity change below about -30%; note: % is set by controls: 0 for no effect and ±100 for the full control effect
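TRiC at 40 or 20 nM final (batch-dependent) in 30 mM Tris pH 7.4, 100 mM KCl, 5 mM MgCl2, 1 mM DTT, with compound at single 76 uM and 10 uM ATP, 30 min at 37 deg C. ADP detected by HTRF Transcreener, 665/615 ratio.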
A549 tox: Nrf2 qHTS screen for inhibitors: counterscreen for cytotoxicity | A549 ARE-Fluc cells, CellTiter-Fluor viability, 18-24 h | Potency, µM (top dose mostly 46 µM), without a hit: at the top dose activity change, negative = cytotoxicity, most hits filed as inhibitors | 390,000 compounds, 0.16% hits | AID 504648, 2011; note: potency is the fitted concentration of half-maximal effect; % is set by controls: 0 for no effect and ±100 for the full control effect
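A549 ARE_Fluc cells in 5% FBS OPTI-MEM were exposed to compounds in concentration-response for 18-24 h at 37 deg C. Viability was read by CellTiter-Fluor fluorescence (Ex 405/Em 525) after 30 min, before the luciferase read.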
Akt phos inh: HTS Assay for Inhibitors of Akt Phophorylation: Primary Screen; activity change, % for hits at 50 µM; 360,000 compounds, 0.32% hits; Neuro2A IGF-stimulated pAkt S473 HTRF, 20 min; active compounds read low; in the data active = activity change below about -80%; inconclusive = mostly about -51% to -80%; note: % is set by controls: 0 for no effect and ±100 for the full control effect
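Neuro2A cells (4,500/well, DMEM with 0.5% FBS) were treated with compound at a single 50 µM final concentration, stimulated with 6 nM IGF for 20 min at 37 °C, and lysed. Phospho-Akt Ser473 was read by HTRF as 665/615 ratio ×10^4.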
HepG2 viability: qHTS for Inhibitors of TGF-b: Cytotox Counterscreen | AID 588856, 2011 | Potency, µM (highest dose often 46.1 µM), for inactives: at the top dose activity change, negative = cytotoxicity, actives largely listed as cytotoxic | HepG2 CAGA-GFP viability, ATP luminescence, 18 h | 410,000 compounds, 0.76% hits; note: potency is the fitted concentration of half-maximal effect; some results filed as inactive show a strong effect at the top dose
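HepG2 CAGA-GFP cells (1000/well, DMEM with 1% FBS) received compound, then TGF-beta at 500 pg/mL final, and were incubated 18 hours at 37 degrees C. Viability was read by CellTiter-Glo luminescence. Media-only wells were set as complete cell-killing and DMSO as no toxicity.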
* hit, by the source's call; i = inactive; ? = inconclusive; · = not tested or not shown; [ ] = another dose, or the depositor's remark. Unless noted, calls come from the whole dose curve; as a rule, active = well fitted curve in the direction sought with a large enough effect; inconclusive = small, poorly fitted or top-dose-only effect, or another doubt; inactive = no such curve, though single readings can be large; an effect the other way counts as inactive or inconclusive.

The line under a structure holds: HepG2 viability | Mm-Cpn inhibitor | TGFb SMAD3 inh | Akt phos inh | Abeta yeast res | Nrf2 inh | A549 tox | CCT chaperon mod | Nrf2 ARE act
(1) Cc1ccc(S(=O)(=O)CCc2nc3ccccc3s2)cc1
  -10% | 0% | ? | -101%* | -1%[9.22 µM] | · | 4% | -3.1 | -0.5%
(2) C[C@H](O)c1[nH]c2cc(F)ccc2c1[C@H](C)O
  -8% | 1% | -21% | i | -8% | 11% | -2% | -4.3 | 1.5%
(3) COC1CC(=O)C2OC(c3ccccc3)OCC2O1 (stereo not drawn)
  17% | · | 1% | i | 2% | · | · | 1.6 | 0.1%
(4) COc1ccc(CN2C(=O)CN=C2Nc2ccc(C)cc2C)cc1
  0% | 1% | 14% | i | -13% | 10% | 14% | 0.1 | 2.4%
(5) Cc1ccc(CNc2nc3c(c(=O)n(C)c(=O)n3C)n2Cc2ccc(Cl)cc2)cc1
  9% | · | 0% | · | -4% | 5% | -7% | · | 0.2%
(6) S=c1[nH]nc(-c2ccc3ncccc3c2)n1-c1ccc2c(c1)OCCO2
  10% | -10% | -14% | i | -8% | ? | -2% | 0.8 | 4.1%
(7) COc1ccc(Nc2nc(-c3ccccc3)c3cc(Br)ccc3n2)cc1
  -31% | · | -26% | · | -3% | -17% | -8% | · | 3.6%
(8) CN(C)c1ccc(-c2[nH][nH]c(=O)c2NC(=O)c2ccccn2)cc1
  -111% | · | ? | i | -16% | · | · | -36* | 14%
(9) CC(Sc1nnc(C(C)N(C)C)n1-c1ccc(Cl)cc1)C(=O)Nc1ccc2c(c1)OCO2 (stereo not drawn)
  -3% | -5% | 3% | i | 15% | -3% | -6% | 1.1 | -0.8%
(10) CC1Nc2ncnc(N3CCN(c4ccccn4)CC3)c2N(Cc2ccccc2)C1=O (stereo not drawn)
  4% | -1% | -20% | i | 3% | -2% | -4% | -1.5 | 0.9%
(11) Cc1ccccc1-c1n[nH]c(=S)n1/N=C/c1c(C)nn(-c2ccccc2)c1C
  -2% | 0% | -7% | i | 8% | 12% | 2% | -2.2 | -0.9%
(12) COc1ccc(C(=O)NN(C)c2nc(-c3ccccc3)cc(C)c2S(C)(=O)=O)cc1
  8% | 0% | ? | i | 14% | · | -4% | -3.0 | 0.1%
(13) NS(=O)(=O)c1ccc(CCNC(=O)CSc2cccs2)cc1
  -16% | 2% | -3% | i | 8% | 1% | 0% | -1.8 | 0.6%
(14) O=C(O)C(Oc1ccc2cc(-c3ccc(Cl)cc3)c(=O)oc2c1)c1ccccc1 (stereo not drawn)
  -23% | 1% | 14% | i | 1% | 5% | 8% | -0.7 | 0.3%
(15) CC1CCCC(C)N1CCCNC(=O)c1ccc2c(c1)NC(=O)c1ccccc1S2 (stereo not drawn)
  -20% | 0% | -12% | i | 1% | 1% | 1% | -3.5 | 0.4%
(16) CC1=C(C(=O)Nc2cccc(F)c2)C2(CCCCC2)OC1=O
  -25% | · | -10% | · | ? | · | 0% | · | -1.0%
(17) COc1ccc(-c2nc3ccncc3[nH]2)cc1OC
  -44% | 0% | 0% | i | -4% | 2% | -4% | -0.5 | 6.5%
(18) CC1Cc2ccccc2N1C(=O)c1ccnc(C(C)(C)C)c1 (stereo not drawn)
  -5% | 2% | -6% | i | 13% | 2% | 6% | 0.7 | -0.6%
(19) CCCN(CCC)CCCNC(=O)C1c2cc(OC)c(OC)cc2C(=O)N(C)C1c1cccnc1 (stereo not drawn)
  5% | 1% | 0% | i | -5% | 6% | ? | -6.6 | 0.0%
(20) COc1ccc(NC(=O)/C(=C\c2ccco2)NC(=O)c2ccco2)cc1
  -13% | 1% | 6% | i | 6% | 1% | 5% | 0.8 | 6.3%

Akt phos inh: what is marked active above
| No. | Molecule | Mm-Cpn inhibitor | Akt phos inh | CCT chaperon mod | Nrf2 ARE act |
| --- | --- | --- | --- | --- | --- |
| 1 | Cc1ccc(S(=O)(=O)CCc2nc3ccccc3s2)cc1 | 0% | -101%* | -3.1 | -0.5% |

The list continues:
The line under a structure holds: HepG2 viability | Mm-Cpn inhibitor | TGFb SMAD3 inh | Akt phos inh | Abeta yeast res | Nrf2 inh | A549 tox | CCT chaperon mod | Nrf2 ARE act
(21) COc1cc(OC)cc(-c2c(-c3cccs3)c3cc(-c4ccc5c(c4)OCO5)ccc3n2C)c1
  1% | -6% | -20% | i | 4% | -9% | -1% | -1.3 | -1.7%
(22) COc1c(C)cccc1C(=O)Nc1ccc(N2CCN(C(=O)c3ccccc3C)CC2)cc1
  -10% | 1% | ? | i | -36%[inhibitor] | 21µM* | -14% | -2.2 | -1.2%
(23) CCOc1ccc(/C=N/NC(=O)CN2CCCCC2)cc1OCC
  7% | 0% | 11% | i | 1% | 7% | 2% | 0.9 | -0.2%[9.22 µM]
(24) O=C(Nc1cccc(Cl)c1)c1csc(-c2ccccc2)n1
  -19% | ? | -24% | i | -21% | ? | 1% | -1.7 | 5.7%
(25) C=CCN1C(=O)C2(OCCCO2)c2c(C)ccc(C)c21
  0% | 1% | 3% | i | 8% | 1% | 14% | 2.2 | -0.3%[9.22 µM]
(26) CCC(C)NC(=O)C1CN(S(=O)(=O)c2ccccc2)CCN1S(=O)(=O)c1ccccc1 (stereo not drawn)
  1% | -4% | -4% | · | 13% | 8% | 2% | -5.8 | 0.4%
(27) Cc1c(C(=O)N2CCC(C)CC2)sc2ncnc(N(C)c3ccccc3)c12
  -3% | ? | 1% | i | 0% | 18µM* | -9% | -3.1 | -0.1%
(28) Cc1cc(-c2ccco2)n(CC(=O)NCc2ccco2)n1
  4% | 1% | 1% | i | 5% | -10% | 1% | -1.8 | 0.1%
(29) CCOc1ccc(CN2CCCC(N3CCN(c4ccc(OC)cc4)CC3)C2)cc1 (stereo not drawn)
  -20% | -1% | -10% | i | -16% | 0% | 0% | -2.8 | -0.2%
(30) CCCCSc1ncnc2c1ncn2C1CCCCO1 (stereo not drawn)
  -8% | · | -8% | i | -13% | ? | -1% | -6.4 | -0.4%
(31) CCc1cccc(NC(=O)CCNS(=O)(=O)c2ccc3c(c2)oc(=O)n3C)c1
  7% | -1% | 3% | i | -3% | 10% | 2% | -1.6 | -0.2%
(32) COc1ccc(CCN2CC(C(=O)N(C)Cc3c(C)n[nH]c3C)CCC2=O)cc1 (stereo not drawn)
  -1% | 2% | -3% | i | -10% | 11% | 3% | -2.7 | -0.1%
(33) COCCN=C1Sc2nc3c(C)cccc3cc2CN1Cc1ccco1
  -3% | -22% | -5% | i | -16% | 2% | 5% | 1.8 | 19%
(34) COc1ccc(NC(=O)c2cc(C3CC3)nc3c2cnn3C(C)C)cc1OC
  -23% | 0% | 3% | i | -3% | -89% | ? | 0.7 | 5.1%
(35) c1ccc2c(c1)[nH]c1ccncc12
  2% | 4% | 0% | i | 2% | 0% | -4% | -0.3 | -2.2%
(36) Cc1ccc(N2CC(C(=O)Nc3ccccn3)CC2=O)cc1 (stereo not drawn)
  8% | 1% | 17% | i | 5% | 19% | 12% | -1.1 | -0.1%
(37) Cn1c(=NC(=O)COc2ccccc2)sc2cc(F)cc(F)c21
  -19% | -1% | 3% | i | -5% | 29% | 9% | -0.9 | 0.3%
(38) Cc1cnc(C(=O)OCC(=O)N(Cc2ccccc2)C(C)C)cn1
  11% | -2% | 12% | i | -2% | 0% | -10% | 1.0 | -0.5%
(39) Cc1nnc(SCC(=O)Nc2c(C)n(C)n(-c3ccccc3)c2=O)n1Cc1ccccc1
  4% | 0% | ? | i | -4% | -22% | -9% | -1.6 | -0.7%
(40) O=C(COc1ccc2ccccc2c1)NNC(=O)Nc1ccccc1F
  -9% | -3% | -17% | i | 3% | 3% | 2% | -1.5 | 2.9%
(41) OCC1(Cc2ccc(Cl)cc2)CCN(Cc2ccccc2F)CC1
  -26% | -1% | -10% | i | -8% | -7% | 7% | 1.3 | 0.5%
(42) Cc1ccc2c(c1)N(CC(=O)NC1CCCCC1)C(=O)c1cccnc1O2
  8% | 0% | 13% | i | 0% | 5% | 0% | -2.1 | -0.5%
(43) O=C(N[C@@H]1C/C=C\C[C@H](CC(=O)N(CCO)Cc2ccccc2)C(=O)N[C@@H](Cc2ccccc2)COC1=O)OCC1c2ccccc2-c2ccccc21
  -21% | -2% | ? | i | 6% | ? | ? | -1.1 | -0.9%

4 of these compounds in a different format:
(31) CCc1cccc(NC(=O)CCNS(=O)(=O)c2ccc3c(c2)oc(=O)n3C)c1
(32) COc1ccc(CCN2CC(C(=O)N(C)Cc3c(C)n[nH]c3C)CCC2=O)cc1 (stereo not drawn)
(33) COCCN=C1Sc2nc3c(C)cccc3cc2CN1Cc1ccco1
(34) COc1ccc(NC(=O)c2cc(C3CC3)nc3c2cnn3C(C)C)cc1OC
assay / compound	31	32	33	34
HepG2 viability	7%	-1%	-3%	-23%
Mm-Cpn inhibitor	-1%	2%	-22%	0%
TGFb SMAD3 inh	3%	-3%	-5%	3%
Akt phos inh	i	i	i	i
Abeta yeast res	-3%	-10%	-16%	-3%
Nrf2 inh	10%	11%	2%	-89%
A549 tox	2%	3%	5%	?
CCT chaperon mod	-1.6	-2.7	1.8	0.7
Nrf2 ARE act	-0.2%	-0.1%	19%	5.1%
